# WT yeast gro inh = growth inhibition of WT strain, primary screen, mitochondrial fusion inhibitor project, WT and mutant strains, chemical genetic; mitochondrial fusion phenotypic screen; inhibition, % at 10 µM; 190,000 compounds, 2.1% hits; in the data active means inhibition above about 58%; tested in S. cerevisiae
# MT stabilize HCS = microtubule stabilizers in HeLa cells, primary screen, imaging, high-content imaging; HeLa tubulin immunostaining HCS, 24 h; share of cells brighter than vehicle mean+2SD; AID 2205, 2009; 200,000 compounds, 0.83% hits; % tubulin-high responders, % at 10 µM;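 active means plate Z-score above 3 for both tubulin-high and condensed-nucleus cell shares, with cell loss under 80%, at 10 µM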;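 further: anti alpha tubulin signal scored within the nucleus-defined area of each cell; some results filed as inactive read as strong as hits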
# Yfh1-depleted yeast = enhancers of respiration in Yfh1-depleted yeast, dose response, Friedreich's ataxia, plus single-dose screen (AID 1465); S. cerevisiae Yfh1-off respiration, WST-1 reduction, 72 h; higher fold induction means a stronger effect; fold induction at 50 µM; hits with a dose series show EC50 in µM; 220,000 compounds, 0.074% hits;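 active means fold induction of absorbance versus untreated yeast above a set limit, then at least 30% activation at any dose in follow-up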;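 further: activators that raise dye reduction in frataxin-depleted yeast; strong numbers were not always called active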
# PMI inhibitors = inhibitors of human PMI, primary screen, biochemical, fluorescence intensity, coupled assay (AID 1209). Mannose-6-phosphate isomerase (Homo sapiens). purified PMI enzyme, coupled fluorescence intensity; higher % means a stronger effect. one-dose inhibition, % at 20 µM; IC50 in µM for titrated hits. 190,000 compounds, 0.42% hits;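 further: plate controls were DMSO vehicle for no effect and wells lacking substrate for full effect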
# bCat nuc transl = modulators of beta-catenin nuclear translocation, primary screen, imaging, HeLa cells, immunofluorescence, high-content; AID 1665, 2009; nuclear translocation activity, % at 5 µM; 190,000 compounds, 0.3% hits;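 active means nuclear translocation activity above 50% at 5 µM, with a well cell count of 50 or more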;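 further: per-cell ratio of nuclear to cytoplasmic median beta-catenin stain intensity; plate controls were DMSO negative control for no effect and GSK-3 inhibitor IX positive control for full effect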
#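 Test system: HeLa cells, endogenous beta-catenin; Compound: single 5 µM dose plus 0.02–20 µM confirmation series; Times: compound exposure 24 h at 37°C; Signal: fluorescence imaging of beta-catenin antibody stain plus DAPI; Read-out: % activation, nuclear-to-cytoplasmic median beta-catenin signal ratio per cell.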
# Dynein cargo inh = inhibitors of GR-EGFP nuclear translocation, primary screen, dynein cargo transport inhibitor project, imaging, high-content, 3617.4 mouse cells; test concentration mostly 20 µM; stimulated with dexamethasone, 1 µM; stronger effect = lower value; z-score, hits read low; 220,000 compounds, 0.47% hits;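 active means plate z-score of nuclear minus cytoplasmic receptor signal below a set negative limit, without overly bright fluorescence or cell loss, cut at about -3.5 in these data, passing the limit was not always enough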;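 further: z-score of nuclear minus cytoplasmic ring GR-EGFP intensity difference per well; some compounds called inactive have numbers as strong as hits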
#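 Buffer or medium: tetracycline-free induction medium containing charcoal-stripped FBS / Reagent: dexamethasone agonist, 1.0 µM final, for 30 min / Technique: automated 10x imaging of fixed Hoechst-stained cells / Times: induction 48 h, compound 1 h, agonist 30 min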
# human PMI inhibitors = human PMI inhibitors, high substrate, primary screen, biochemical, fluorescence intensity, high mannose 6-phosphate (AID 1220). Mannose-6-phosphate isomerase (Homo sapiens). recombinant PMI enzyme, coupled fluorescence intensity; higher % means a stronger effect. inhibition, % at 20 µM, or IC50 in µM where a hit was titrated. 190,000 compounds, 0.66% hits
# Autophagy HCS = autophagy modulators in MEF cells, primary screen, imaging, high-content, MEF GFP-LC3. 190,000 compounds, 0.98% hits. AID 463193, 2010. calls only at 10 µM (by protocol). MEF GFP-LC3 puncta imaging; test concentration mostly 10 µM;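 active means percentage of spot-positive cells more than 3 SD above its plate mean, without a fluorescence outlier flag or 80% toxicity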;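 further: spot-positive cell cutoff set from DMSO-treated cells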
# Ins promoter up = insulin promoter activators in MIN6 cells, imaging, high-content screening, mouse beta cells; AID 1625, 2009; z-score at 5 µM; 190,000 compounds, 0.3% hits; MIN6 insulin promoter-GFP reporter; stronger effect = higher value;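 active means z-score above 3 at 5 µM with at least 500 cells counted in the well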
# WT yeast gro inh mutant strain = further read-out of WT yeast gro inh, marked with its call; inhibition, %; mitochondrial fusion phenotypic screen, mutant strain inhibition
# Dynein cargo inh cytoplasmic EGFP = recorded beside Dynein cargo inh, whose call it bears; z-score; measured here: cytoplasmic GR-EGFP intensity; stronger effect = higher value
# Dynein cargo inh nuclear GR-EGFP = second read-out of Dynein cargo inh, no call of its own (marks repeat the call); z-score; measured here: nuclear GR-EGFP intensity;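 lower value marks the stronger effect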
# Dynein cargo inh cell count = recorded beside Dynein cargo inh, whose call it bears; z-score; measured here: cell count per field
# Ins promoter up cell count = second read-out of Ins promoter up, no call of its own (marks repeat the call); cell count; measured here: cytotoxicity, nuclei count;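 total cells summed across four imaged fields per well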
# bCat nuc transl cell count 5 µM = second read-out of bCat nuc transl, no call of its own (marks repeat the call); cell count; measured here: cell count, cytotoxicity flag
# MT stabilize HCS Hoechst-high % = recorded beside MT stabilize HCS, whose call it bears; % Hoechst-high responders; measured here: nuclear condensation Hoechst responders;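 share of cells brighter than vehicle mean plus two SD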
# MT stabilize HCS cytotoxicity % = recorded beside MT stabilize HCS, whose call it bears; toxicity, %; measured here: cytotoxicity by cell density;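 0% = mean cell density of plate MIN control wells and 100% = no cells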
# Autophagy HCS cell loss 18 h = second read-out of Autophagy HCS, no call of its own (marks repeat the call); toxicity, %; measured here: cell loss, nuclei count;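 cell loss after 18 h compound exposure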
# Numbers without * were called inactive; i = inactive; . = not tested or not shown. Unless noted, no stated cut-off is given here; in the data, active means inhibition above about 50%; inactive means the rest.
SMILES,WT yeast gro inh,WT yeast gro inh mutant strain,MT stabilize HCS,MT stabilize HCS Hoechst-high %,MT stabilize HCS cytotoxicity %,Yfh1-depleted yeast,PMI inhibitors,bCat nuc transl,bCat nuc transl cell count 5 µM,Dynein cargo inh,Dynein cargo inh cytoplasmic EGFP,Dynein cargo inh nuclear GR-EGFP,Dynein cargo inh cell count,human PMI inhibitors,Autophagy HCS,Autophagy HCS cell loss 18 h,Ins promoter up,Ins promoter up cell count
CC(/C=C/c1ccccc1)NC(N)=O (stereo unspecified),-4,3,5.8,3.5,6.0,i,-3%,1.4,922,-1.1,-0.33,-0.86,-0.087,10%,i,-7,1,1149
C1=CN2CCC1C(c1ccccc1)C2 (stereo unspecified),4,10,1.1,1.9,11,i,0%,-3.3,998,-0.63,-0.11,-0.27,1.4,-4%,i,9,-0.36,1530
Cc1sc2nc(SCC(=O)Nc3c(C)n(C)n(-c4ccccc4)c3=O)n(C)c(=O)c2c1C,4,-12,3.0,1.5,5.6,i,14%,-4.3,1162,-0.73,-0.22,-0.16,-0.15,3%,i,9,-0.64,1251
COc1ccc2c(c1OC)C(=O)OC2Nc1nc(-c2ccc([N+](=O)[O-])cc2)cs1 (stereo unspecified),.,.,.,.,.,i,.,-0.9,1318,-0.15,-0.059,0.86,-2,.,.,.,-0.26,1064
Cc1ccc(C(=O)C[n+]2cccc3cc(C)ccc32)cc1,-8,-2,1.7,2.0,9.4,i,-21%,-0.4,1125,-0.15,-0.14,0.071,0.47,-25%,i,16,-0.14,1291
CCOC(=O)CC1C(=O)NCCN1C(=O)c1c(F)cccc1F (stereo unspecified),-6,-23,1.7,1.7,10,i,50%*,.,.,-0.082,0.1,-0.23,0.24,7%,i,-1,-0.15,834
O=S(=O)(c1cccc(C(F)(F)F)c1)N1CCN(c2cnccn2)CC1,-4,7,4.6,2.3,6.1,i,-5%,-1.8,1076,-0.14,-0.26,0.22,0.8,1%,i,3,1.2,1432
COc1ccc(OCC(=O)NCc2cccnc2)cc1,6,-25,3.5,2.6,4.8,.,8%,.,.,-0.009,-0.25,-0.19,-0.12,9%,i,32,0.25,1310
Cc1ccc(S(=O)(=O)N2CCN(CC(=O)NC(=O)NCc3ccco3)CC2)cc1C,.,.,.,.,.,i,.,-1.1,1392,-0.23,-0.81,-0.33,0.14,.,.,.,-0.05,1002
O=C(/C=C/c1ccco1)NCc1ccc(F)cc1,-11,-16,1.3,2.1,7.0,i,-7%,-0.8,1024,-0.56,-0.29,-0.22,0.38,8%,i,-28,.,.
CCN(CC)c1ccc(NC(=O)COC(=O)c2cccs2)cc1,1,13,1.7,1.7,6.8,.,5%,-4.5,1139,-0.7,-0.22,0.3,0.79,-2%,i,-7,0.05,916
CCc1ccccc1NC(=O)c1cccc(Oc2ccc([N+](=O)[O-])cc2Cl)c1,28,25,3.5,3.3,1.3,i,11%,1.6,1120,-0.52,-0.27,-0.053,0.32,6%,i,31,1.1,1619
C=CCSC1=C(C#N)C(c2ccccc2)CC(=O)N1 (stereo unspecified),-2,1,2.7,2.5,5.0,i,6%,-0.7,1055,-0.75,0.087,-0.12,1.7,3%,i,3,0.29,1863
Nc1ccc(N2CCN(c3ccccc3)CC2)c(F)c1,3,-1,1.0,0.7,5.1,i,7%,0.9,1442,-0.81,-0.3,-0.33,0.72,16%,i,2,-0.35,1406
NC(=S)Nc1ccc2cn[nH]c2c1,7,9,2.1,1.7,5.6,i,11%,2.2,1049,-0.42,-0.28,-0.22,0.58,6%,i,19,0.42,1177

# The last 3 entries of the part above lead into the next.
SMILES,WT yeast gro inh,WT yeast gro inh mutant strain,MT stabilize HCS,MT stabilize HCS Hoechst-high %,MT stabilize HCS cytotoxicity %,Yfh1-depleted yeast,PMI inhibitors,bCat nuc transl,bCat nuc transl cell count 5 µM,Dynein cargo inh,Dynein cargo inh cytoplasmic EGFP,Dynein cargo inh nuclear GR-EGFP,Dynein cargo inh cell count,human PMI inhibitors,Autophagy HCS,Autophagy HCS cell loss 18 h,Ins promoter up,Ins promoter up cell count
C=CCSC1=C(C#N)C(c2ccccc2)CC(=O)N1 (stereo unspecified),-2,1,2.7,2.5,5.0,i,6%,-0.7,1055,-0.75,0.087,-0.12,1.7,3%,i,3,0.29,1863
Nc1ccc(N2CCN(c3ccccc3)CC2)c(F)c1,3,-1,1.0,0.7,5.1,i,7%,0.9,1442,-0.81,-0.3,-0.33,0.72,16%,i,2,-0.35,1406
NC(=S)Nc1ccc2cn[nH]c2c1,7,9,2.1,1.7,5.6,i,11%,2.2,1049,-0.42,-0.28,-0.22,0.58,6%,i,19,0.42,1177
O=C(Nc1ccccc1)O/N=C(\c1ccccc1)c1ccccn1,-5,2,2.1,1.1,7.8,i,1%,-0.5,1451,-0.39,-0.19,0.5,-0.32,3%,i,-24,0.48,1424
CC(=O)c1cc(F)c(N2CCCC2)cc1C,-8,7,3.9,2.1,0.8,i,-4%,0.5,1166,-0.58,-0.26,-0.15,0.7,-5%,i,24,0.79,888
Cc1ccccc1OCC(=O)N=Nc1c(O)n(C)c2ccccc12,.,.,.,.,.,i,.,0.2,1315,-0.59,-0.24,-0.17,0.71,.,.,.,0.18,1055
COc1ccccc1C(=O)N(CCC1CCCN1C)c1nc2ccccc2s1 (stereo unspecified),4,-5,2.8,2.1,0.0,i,4%,0.4,1542,0.83,0.04,0.52,-1.9,4%,i,-3,.,.
CNC(=O)COc1ccc(C=O)cc1OC,4,-9,3.2,2.3,6.1,i,-8%,.,.,1,-0.21,0.14,-1.2,-5%,i,-4,0.37,1360
Cc1cccc(S(=O)(=O)Nc2ccc(-c3cn4ccccc4n3)cc2)c1,1,-6,6.8,2.3,5.7,i,10%,-1.6,1009,-0.62,-0.24,-0.57,0.16,6%,i,-2,0.23,1435
O=C1C2C(c3ccccc3)C=CC(c3ccccc3)C2C(=O)N1CCO (stereo unspecified),2,-15,2.8,1.6,7.0,i,4%,1.0,1124,0.085,-0.42,0.022,-0.24,5%,i,11,0.13,1157
COc1cccc(CNc2nc(-c3cccnc3)nc3ccccc23)c1,27,31,5.4,2.4,6.0,i,5%,1.0,1075,-0.81,-0.26,0.21,0.5,5%,i,9,-1.1,1167
Cc1ccc(Cn2c(SCCN3CCOCC3)nc3c2c(=O)n(C)c(=O)n3C)cc1,-3,-17,2.7,2.6,12,i,2%,-0.5,1193,-0.59,-0.15,0.15,0.45,3%,i,-1,-0.04,1405
Cc1cccc(C(=O)NCCCN2CCCC2=O)c1,4,19,2.9,2.2,7.7,i,-2%,.,.,0.034,-0.23,-0.0066,-0.013,-2%,i,0,.,.
CCCOC(=O)c1ccc(OCC(O)CN2CCN(C(=O)c3ccccc3)CC2)cc1 (stereo unspecified),0,-18,1.8,1.2,2.4,i,0%,-5.2,847,-0.2,-0.21,-0.1,0.88,-11%,i,-6,-1,1077
O=C(Nc1ccccc1)Nc1sccc1-c1nc2ccccc2s1,.,.,.,.,.,i,.,-0.6,1349,-0.26,0.68,0.39,-0.67,.,.,.,-0.14,1033
C=CCn1c(C)cc(C(=O)COC(=O)c2ccc(N)c([N+](=O)[O-])c2)c1C,1,-15,3.6,2.3,8.8,i,21%,2.4,1024,-0.54,-0.082,-0.49,0.61,10%,i,1,-1.3,1418
CCC(Oc1ccccc1)C(=O)N1CCN(C(=O)C(CC)Oc2ccccc2)CC1 (stereo unspecified),-11,-5,0.6,1.2,15,i,-6%,.,.,0.29,-0.24,0.041,0.52,2%,i,1,-0.04,960
CCOc1ccccc1NC(=O)N1CCC(n2nnc3cc(C)ccc32)CC1,-1,4,2.8,3.0,9.8,i,-11%,-6.1,969,-0.88,-0.27,0.21,0.31,-3%,i,-14,-0.48,1097
NS(=O)(=O)c1ccc(NC(=O)/C=C/c2ccccc2[N+](=O)[O-])cc1,-6,-19,4.8,3.6,7.4,i,5%,-0.4,1123,-0.037,-0.38,0.018,0.9,9%,i,1,-0.04,1373
CCOC(=O)C1CCCN(C(=O)CN2C(=O)C(CC)Oc3ccc(C)cc32)C1 (stereo unspecified),-12,-6,3.1,2.7,16,i,6%,.,.,0.81,-0.2,0.56,0.46,2%,i,27,-0.07,1286
Cc1cccc(-c2n[nH]c(=S)n2/N=C/c2ccco2)c1,.,.,.,.,.,i,.,0.5,1355,0.37,-0.28,-0.24,0.62,.,.,.,0.14,1104
COC(=O)[C@H](Cc1ccccc1)NC(=O)Nc1ccc(S(N)(=O)=O)cc1,-10,-13,6.0,3.8,6.7,i,-9%,0.2,1009,-0.91,2.1,0.25,-0.56,-5%,i,-5,-0.14,1067
Cc1cn([C@H]2C[C@H](N=[N+]=[N-])[C@@H](CO)O2)c(=O)[nH]c1=O,-1,-25,2.5,2.4,2.3,i,-6%,-0.7,553,-0.11,-0.28,0.13,0.85,-9%,i,14,.,.
CC(C)Cn1cc(F)c(=O)n(CC(C)C)c1=O,-9,1,2.5,3.2,6.8,i,-9%,0.8,1100,-0.74,-0.31,-0.43,1.1,-9%,i,-1,-0.97,1227
N#CCCn1c(SCC(=O)NCc2ccco2)nc2ccccc21,9,8,1.6,3.2,7.7,i,2%,.,.,-0.18,0.75,-0.086,2,2%,i,11,.,.
